Bioassay records: PubChem BioAssay, Broad Institute
CaV13 FRET inh = Primary screen for inhibitors of IQ motif and Ca2+-dependent inactivation inhibitor domain binding in CACNA1D, Förster resonance energy transfer in living cells, … | HEK cells, CFP/YFP FRET ICDI-IQ, plate reader, 10 min; percent FRET-ratio fall versus neutral wells | inhibition, % at 12.3 µM | hit rate 0.098% among 340,000;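 active = mean replicate inhibition of at least 30% and at least 1% of replicates passing that level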;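 also: 0% = median of the neutral control wells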
An asterisk follows results filed as active.

SMILES	CaV13 FRET inh
COC(=O)C1=C(C)N(Cc2cccc(C(F)(F)F)c2)C(=NCc2ccccc2C(F)(F)F)NC1c1ccccc1C(F)(F)F (stereo unspecified)	-2
COC(=O)C1=C(C)N(Cc2cccc(C(F)(F)F)c2)C(=NCc2ccc(OC)cc2)NC1c1ccccc1C(F)(F)F (stereo unspecified)	-2
C[C@@H]1CN([C@@H](C)CO)C(=O)CCCn2cc(nn2)CO[C@H]1CN(C)C(=O)Nc1ccccc1	-4
COc1cc(OC)c2c(=O)c3c(C(=O)O)c(O)ccc3oc2c1	-4
COC(=O)[C@@H](Cc1ccc(O)cc1)NC(=O)[C@H]1O[C@@H](n2cnc3c(=O)[nH]c(N)nc32)[C@H](O)[C@@H]1O	-10
COC(=O)C1=C(C)N(Cc2ccccc2C(F)(F)F)C(=NCc2ccc3c(c2)OCO3)NC1c1ccc(F)cc1 (stereo unspecified)	-11
COC(=O)c1ccsc1NS(C)(=O)=O	-4
COC(=O)[C@]12C[C@H](CC(=O)N3CCN(C(=O)c4ccco4)CC3)C(=O)N(Cc3ccc4c(c3)OCO4)C1=C[C@H](COCc1ccccc1)O[C@@H]2C	-8
Cc1ccc(NC(=S)Nc2ccc(-c3nnc4n3CCCCC4)cc2)cc1C	-4
C=CCN1[C@@H](C)[C@H](c2ccccc2)Oc2cccc(NCC(C)C)c2S1(=O)=O	-5
OC(c1ccccc1)(c1ccccc1)C1CCN(CCCOc2ccccn2)CC1	-10
Cc1ccc(-c2nc3c(C)cc(Br)cn3c2Cc2ccccc2C(F)(F)F)cc1	-7
O=C(Sc1cccc2cccnc12)c1ccc(F)cc1	-8
Cc1c(COC(=O)NC(C)C)c(COC(=O)NC(C)C)c2n1CS(=O)(=O)C2	-3
CC(C)[C@H](NC(=O)c1ccccc1)C(=O)N1CCC[C@H]1C(=O)NCCc1ccccc1Cl	-1
CCN(CC)CCN1C(=O)C(=O)/C(=C(/O)c2ccc(OCC(C)C)cc2)C1c1ccncc1 (stereo unspecified)	-8
COc1cccc(-c2cc(CNC(=O)[C@H]3O[C@@H](n4cnc(C(N)=O)n4)[C@H](O)[C@@H]3O)no2)c1	-4
O=C(Cc1c[nH]c2ccccc12)Nc1ccc(Nc2cccnc2)cc1	-9
CC(=NNc1cc(C)c2ccccc2n1)c1ccccn1	-12
C[C@@H]1C=CCCO[C@]12C(=O)N(Cc1ccc(F)cc1)c1ccccc12	-4
COc1ccccc1Cc1c(-c2ccc(C)cc2)nc2ccc(C)cn12	-9
COC(=O)[C@]1(Cc2ccccc2)NC=C(C(=O)c2ccc(F)cc2)[C@@H]1c1ccccc1	-4
CN1C(=O)[C@@]2(O[C@H]3C=CC=CN3C3=C2C(=O)CCC3)c2cccc(Br)c21	-8
C[C@H](O)[C@@H]1C(=O)N2CCc3c([nH]c4c(-c5ccccc5)cccc34)[C@@H]2C[C@@H]1N(C)C(=O)NC1CCCCC1	-9
Cc1ccc2c(c1)-n1c(nc3ccccc3c1=O)C(Cc1ccc(O)cc1)NC2=O (stereo unspecified)	-9

Some of the entries above, set out differently.
C=CCN1[C@@H](C)[C@H](c2ccccc2)Oc2cccc(NCC(C)C)c2S1(=O)=O
  CaV13 FRET inh: -5
OC(c1ccccc1)(c1ccccc1)C1CCN(CCCOc2ccccn2)CC1
  CaV13 FRET inh: -10
Cc1ccc(-c2nc3c(C)cc(Br)cn3c2Cc2ccccc2C(F)(F)F)cc1
  CaV13 FRET inh: -7
O=C(Sc1cccc2cccnc12)c1ccc(F)cc1
  CaV13 FRET inh: -8

(cont.)
SMILES	CaV13 FRET inh
COc1cccc(CNC(=O)[C@H]2CCCN2C(=O)[C@H]2CCCN2C(=O)N2CCOCC2)c1	-10
COc1cccc(OCCCN2CCC(C(O)(c3ccccc3)c3ccccc3)CC2)c1	-7
COc1ccc(OC)c(CNS(=O)(=O)c2ccccc2Br)c1	-5
COC(=O)[C@]12C[C@H](CC(=O)NCCCCc3ccccc3)C(=O)N(CCC3=CCCCC3)C1=C[C@H](COCc1ccccc1)O[C@@H]2C	-6
CCCCOCCCNC(=O)C[C@H]1C[C@@]2(C(=O)OC)C(=C[C@H](C(C)C)O[C@@H]2C2CC2)N(Cc2ccccc2)C1=O	-8
CCOC(=O)c1cnc2c(N=Nc3cccc(Cl)c3)c(N)nn2c1N	-6
COC(=O)c1cc2c(c3c4ccccc4n(S(=O)(=O)c4ccccc4)c13)C(=O)N(Cc1ccco1)C2	-4
C[C@H](CO)N1C[C@H](C)[C@@H](CN(C)C(=O)Cc2ccccc2)OCc2cn(nn2)CCCC1=O	-5
COc1ccccc1CNc1ccc2c(c1)OC[C@H](CC(C)C)NS2(=O)=O	-4
CC(=O)N(Cc1ccccc1)c1nccs1	-12
COc1cccc(C(=O)N2CCC[C@@H]2C(=O)N2CCC[C@H]2C(=O)NCc2ccccc2)c1	-5
COc1cc(F)ccc1Oc1cccc2c1S(=O)(=O)N(C1CC1)C[C@@H](COCc1ccccc1)O2	-10
CCN(Cc1cc(OC)c(OC)c(OC)c1)S(=O)(=O)c1ccccc1Br	-4
COc1ccc(C2CC(=O)C(c3ccc(C(N)=O)cc3)=CN2Cc2ccccc2)cc1 (stereo unspecified)	-5
O=c1[nH]cnc2nn(C3OC(CO)C(O)C3O)nc12 (stereo unspecified)	-5
COC(=O)C1=C(C)N(Cc2cccc(C(F)(F)F)c2)C(=NCC2CC2)NC1c1ccc(F)cc1 (stereo unspecified)	-1
C[C@H](O)[C@@H]1C(=O)N2CCc3c([nH]c4c(-c5ccc6c(c5)OCO6)cccc34)[C@@H]2C[C@@H]1N(C)C(=O)NC1CCCCC1	-4
COC(=O)C1=C(C)N(Cc2cccc(C(F)(F)F)c2)C(=NCc2ccc3c(c2)OCO3)NC1c1ccc(Cl)cc1 (stereo unspecified)	-2
Cc1ccc(N)cc1CN1CCN(c2ncc(Cc3ccccc3)cn2)CC1	-3
CCCCc1c(-c2ccccc2OC)ncn1C1CCCCC1	-6
COC(=O)[C@]12C[C@H](CC(=O)N3CCOCC3)C(=O)N(CCC3=CCCCC3)C1=C[C@H](C(C)(C)C)O[C@@H]2C	-10
COC(=O)[C@]12C[C@H](CC(=O)NCCC(C)C)C(=O)N(Cc3ccccc3)C1=C[C@H](C(C)C)O[C@@H]2C1CC1	-5
COc1ccc2c(c1)[C@@]1(OCCC=C[C@H]1C)C(=O)N2Cc1ccc(Br)cc1	-2
Nc1[nH]c(C(=O)c2ccc(Br)cc2)c(-c2c(F)cccc2F)c1C(=O)NCCc1c[nH]c2ccccc12	-18
COC(=O)C1=C(C)NC(=S)NC1c1cccc(OC)c1 (stereo unspecified)	-2

An excerpt of these results, as labelled records.
COC(=O)[C@]12C[C@H](CC(=O)N3CCOCC3)C(=O)N(CCC3=CCCCC3)C1=C[C@H](C(C)(C)C)O[C@@H]2C
  CaV13 FRET inh: -10
COC(=O)[C@]12C[C@H](CC(=O)NCCC(C)C)C(=O)N(Cc3ccccc3)C1=C[C@H](C(C)C)O[C@@H]2C1CC1
  CaV13 FRET inh: -5
COc1ccc2c(c1)[C@@]1(OCCC=C[C@H]1C)C(=O)N2Cc1ccc(Br)cc1
  CaV13 FRET inh: -2
Nc1[nH]c(C(=O)c2ccc(Br)cc2)c(-c2c(F)cccc2F)c1C(=O)NCCc1c[nH]c2ccccc12
  CaV13 FRET inh: -18

Next records
SMILES	CaV13 FRET inh
CCOC(=O)C1CSCCS(=O)(=O)N1Cc1ccc(Cl)cc1 (stereo unspecified)	-5
C[C@H](O)[C@@H]1CN2CCc3ccc(-c4ccc5c(c4)OCO5)cc3[C@@H]2C[C@@H]1N(C)C(=O)NC1CCCCC1	-3
CCCCNc1cccc2c1S(=O)(=O)N[C@@H](CC(C)C)CO2	-6
COC(=O)c1cc2c(c3c4cc(C)ccc4n(S(=O)(=O)c4ccc(C)cc4)c13)C(=O)N(Cc1ccc(C(F)(F)F)cc1)C2	-5
N#Cc1ccc2nc(-c3ccc(CN4CCC5(CC4)CNc4ccccc45)cc3)c(-c3ccccc3)nc2c1	-12
COC(=O)C1=C(C)N(Cc2ccccc2C(F)(F)F)C(=NCc2cccc(C(F)(F)F)c2)NC1c1ccc(F)cc1 (stereo unspecified)	-9
O=S1(=O)c2ccc(Br)cc2OC2CCCN1C2 (stereo unspecified)	-10
C[C@@H]1CN([C@@H](C)CO)C(=O)CCCn2nncc2CO[C@H]1CN(C)CC1CCCCC1	-5
CCOC(=O)C1CSCCS(=O)(=O)N1Cc1ccccc1C (stereo unspecified)	-3
COC(=O)[C@]12C[C@H](CC(=O)N3CCN(C(=O)c4ccco4)CC3)C(=O)N(CCC3=CCCCC3)C1=C[C@H](C(C)(C)C)O[C@@H]2C	-9
C[C@H](O)[C@@H]1C(=O)N2CCc3c([nH]c4c(-c5ccccc5)cccc34)[C@@H]2C[C@@H]1N(C)C(=O)OCc1ccccc1	-4
CCN1C(=O)N(C(C)=O)[C@@H]2C[C@H](C(=O)N3CCCC3)[C@H](C)[C@H](c3ccccc3)C[C@@H]21	-4
COC(=O)C1=C(C)N(CC(C)C)C(=S)NC1c1cccc(F)c1 (stereo unspecified)	-5
C[C@H](O)[C@@H]1C(=O)N2CCc3c([nH]c4c(-c5ccc6c(c5)OCO6)cccc34)[C@@H]2C[C@@H]1N(C)C(=O)Nc1ccccc1	-4
COC(=O)c1cc2c(c3c4cc(F)ccc4n(S(=O)(=O)c4ccc(C)cc4)c13)C(=O)N(c1ccc(OC)cc1)C2	-7
CCOC(=O)C(CNc1ccc(O)cc1)NC(=O)c1ccccc1 (stereo unspecified)	-7
Cc1cc(N2CCNC[C@@H]2C)ccc1N1CCN(Cc2ccccc2)[C@H](C)C1	-8
O=C(N[C@H](Cc1ccccc1)C(=O)N1CCN(c2ccc(Cl)cn2)CC1)[C@H]1O[C@@H](n2ccc(=O)[nH]c2=O)[C@H](O)[C@@H]1O	-3
CC(=O)N1CCN(c2ccc(N3CCN(Cc4ccccc4)[C@H](C)C3)c(C)c2)[C@H](C)C1	-7
COC(=O)C1=C(C)N(C)C(=NCc2ccc(C(F)(F)F)cc2)NC1c1cccc(Cl)c1 (stereo unspecified)	-7
COc1ccc2c(c1)[C@@H](NC(=O)c1ccncc1)[C@@H]1Cc3ccccc3[C@H]21	-6
CC(C)C1=CC2C3C(C(C(C)C)=CC(=O)[C@@]3(C)O)C1C(=O)C2(C)O (stereo partly specified)	-3
CC(C)C[C@@H]1COc2cccc(NC3CC3)c2S(=O)(=O)N1	-4
C[C@@H](CO)NC(=O)c1[nH]cnc1C(=O)Nc1ccccc1	-2
COc1ccc(N2C(=O)c3[nH]nc(-c4ccccc4)c3C2c2ccc(Br)cc2)cc1 (stereo unspecified)	-9
Remaining list, next part.
SMILES	CaV13 FRET inh
Cc1cc(N2CCN(C(=O)OC(C)(C)C)C[C@H]2C)ccc1N1CCN(Cc2ccccc2)[C@H](C)C1	-7
CCCCN1CC(COCc2ccccc2)Oc2cccc(Oc3ccc(F)cc3OC)c2S1(=O)=O (stereo unspecified)	-7
O=C(N[C@H](C(=O)N1CCC[C@H]1C(=O)NCCc1ccccc1Cl)c1ccccc1)c1cccs1	-9
C=CCN=C1NC(c2ccccc2)C(C(=O)OC)=C(C)N1Cc1ccc(C(F)(F)F)cc1 (stereo unspecified)	-6
C=CCN(CC=C)C[C@@H]1CSCCS(=O)(=O)N1	-5
COc1cc(-c2noc(CCC(N)=O)n2)cc(OC)c1OC	-10
COc1ccccc1NC(=O)C1=C(C)NC(SCC(=O)c2ccc(C)cc2)=C(C#N)C1c1ccco1 (stereo unspecified)	-7
CN1C(=O)C(Br)(Br)CC1c1cccnc1 (stereo unspecified)	-4
CCOC(=O)CCCCCC(=O)Nc1ccc2c(c1)C(=O)N([C@H](C)CO)C[C@@H](C)[C@@H](CN(C)S(=O)(=O)c1ccc(C)cc1)OCCCC[C@H](C)O2	-5
Brc1ccc(-c2ccc3c(n2)CCCN3Cc2ccccn2)cc1	-5
CC(c1ccccc1)n1c(NCCCn2ccnc2)nc2c1c(=O)[nH]c(=O)n2C (stereo unspecified)	-5
O=C(Cn1nnc(N2CCOCC2)n1)NN=Cc1ccccc1Cl	-4
O=S1(=O)N[C@H](Cc2ccccc2)COc2cc(N3CCOCC3)ccc21	-6
CCOC(=O)c1ccc(NC(=O)OC[C@@H]2CSCCS(=O)(=O)N2)cc1	-6
O=C(N[C@H](C(=O)N1CCC[C@H]1C(=O)NCCc1ccccc1Cl)c1ccccc1)c1ccc(Cl)cc1Cl	-7
C=CC(=O)NC1CCCCN(C)C1=O (stereo unspecified)	-2
COC(=O)[C@]12C[C@H](CC(=O)NCc3ccc(OC)c(OC)c3)C(=O)N(Cc3ccccc3)C1=C[C@H](C(C)C)O[C@@H]2C1CC1	-11
CC(C)CNc1cccc2c1S(=O)(=O)N[C@H](C)CO2	-8
CC(C)NC(=O)OC[C@@H]1CSCCS(=O)(=O)N1	-5
CC(C)N(Cc1ccccc1)S(=O)(=O)c1n[nH]c(C(C)(C)C)n1	-11
CC(C)(C)OC(=O)N1CCC[C@@H]1C(=O)NCc1ccccc1	-11
C=CCN1[C@@H](C)[C@@H](c2ccccc2)Oc2c(Cl)cccc2S1(=O)=O	-4
COC(=O)C1=C(C)N(C)C(=NCC2CC2)NC1c1cccc(Cl)c1 (stereo unspecified)	-5
CC(C)C[C@H](NS(=O)(=O)c1ccc(F)cc1F)C(=O)N1CCC[C@H]1C(=O)NCc1ccccc1	-2
CC(=O)C1=C(C)NC(=S)NC1c1ccc(F)cc1 (stereo unspecified)	-4
Cc1ccc[n+](C2=C([O-])c3ccccc3C(=O)C2=O)c1	-4
COC(=O)N1C[C@H](OCc2ccccc2)[C@H]2C[C@@H]1c1ccccc1O2	-4

Sorted by number of heavy atoms (ascending): part of the list above
SMILES	CaV13 FRET inh
CC(C)CNc1cccc2c1S(=O)(=O)N[C@H](C)CO2	-8
COC(=O)C1=C(C)N(C)C(=NCC2CC2)NC1c1cccc(Cl)c1 (stereo unspecified)	-5
CCCCN1CC(COCc2ccccc2)Oc2cccc(Oc3ccc(F)cc3OC)c2S1(=O)=O (stereo unspecified)	-7
COC(=O)[C@]12C[C@H](CC(=O)NCc3ccc(OC)c(OC)c3)C(=O)N(Cc3ccccc3)C1=C[C@H](C(C)C)O[C@@H]2C1CC1	-11

An excerpt; rates above refer to the full screens.
